TcdB GH inh: TcdB glycohydrolase inhibitors, primary screen, biochemical, single point, plate reader; AID 652162, 2013; TcdB glycohydrolase enzymatic assay; actives 0.24% (n = 350,000); Toxin B (Clostridioides difficile), P18177; inhibition, % at 9.99 µM; in the data active = inhibition above about 10%
Target sequence (P18177 whole entry, looked up): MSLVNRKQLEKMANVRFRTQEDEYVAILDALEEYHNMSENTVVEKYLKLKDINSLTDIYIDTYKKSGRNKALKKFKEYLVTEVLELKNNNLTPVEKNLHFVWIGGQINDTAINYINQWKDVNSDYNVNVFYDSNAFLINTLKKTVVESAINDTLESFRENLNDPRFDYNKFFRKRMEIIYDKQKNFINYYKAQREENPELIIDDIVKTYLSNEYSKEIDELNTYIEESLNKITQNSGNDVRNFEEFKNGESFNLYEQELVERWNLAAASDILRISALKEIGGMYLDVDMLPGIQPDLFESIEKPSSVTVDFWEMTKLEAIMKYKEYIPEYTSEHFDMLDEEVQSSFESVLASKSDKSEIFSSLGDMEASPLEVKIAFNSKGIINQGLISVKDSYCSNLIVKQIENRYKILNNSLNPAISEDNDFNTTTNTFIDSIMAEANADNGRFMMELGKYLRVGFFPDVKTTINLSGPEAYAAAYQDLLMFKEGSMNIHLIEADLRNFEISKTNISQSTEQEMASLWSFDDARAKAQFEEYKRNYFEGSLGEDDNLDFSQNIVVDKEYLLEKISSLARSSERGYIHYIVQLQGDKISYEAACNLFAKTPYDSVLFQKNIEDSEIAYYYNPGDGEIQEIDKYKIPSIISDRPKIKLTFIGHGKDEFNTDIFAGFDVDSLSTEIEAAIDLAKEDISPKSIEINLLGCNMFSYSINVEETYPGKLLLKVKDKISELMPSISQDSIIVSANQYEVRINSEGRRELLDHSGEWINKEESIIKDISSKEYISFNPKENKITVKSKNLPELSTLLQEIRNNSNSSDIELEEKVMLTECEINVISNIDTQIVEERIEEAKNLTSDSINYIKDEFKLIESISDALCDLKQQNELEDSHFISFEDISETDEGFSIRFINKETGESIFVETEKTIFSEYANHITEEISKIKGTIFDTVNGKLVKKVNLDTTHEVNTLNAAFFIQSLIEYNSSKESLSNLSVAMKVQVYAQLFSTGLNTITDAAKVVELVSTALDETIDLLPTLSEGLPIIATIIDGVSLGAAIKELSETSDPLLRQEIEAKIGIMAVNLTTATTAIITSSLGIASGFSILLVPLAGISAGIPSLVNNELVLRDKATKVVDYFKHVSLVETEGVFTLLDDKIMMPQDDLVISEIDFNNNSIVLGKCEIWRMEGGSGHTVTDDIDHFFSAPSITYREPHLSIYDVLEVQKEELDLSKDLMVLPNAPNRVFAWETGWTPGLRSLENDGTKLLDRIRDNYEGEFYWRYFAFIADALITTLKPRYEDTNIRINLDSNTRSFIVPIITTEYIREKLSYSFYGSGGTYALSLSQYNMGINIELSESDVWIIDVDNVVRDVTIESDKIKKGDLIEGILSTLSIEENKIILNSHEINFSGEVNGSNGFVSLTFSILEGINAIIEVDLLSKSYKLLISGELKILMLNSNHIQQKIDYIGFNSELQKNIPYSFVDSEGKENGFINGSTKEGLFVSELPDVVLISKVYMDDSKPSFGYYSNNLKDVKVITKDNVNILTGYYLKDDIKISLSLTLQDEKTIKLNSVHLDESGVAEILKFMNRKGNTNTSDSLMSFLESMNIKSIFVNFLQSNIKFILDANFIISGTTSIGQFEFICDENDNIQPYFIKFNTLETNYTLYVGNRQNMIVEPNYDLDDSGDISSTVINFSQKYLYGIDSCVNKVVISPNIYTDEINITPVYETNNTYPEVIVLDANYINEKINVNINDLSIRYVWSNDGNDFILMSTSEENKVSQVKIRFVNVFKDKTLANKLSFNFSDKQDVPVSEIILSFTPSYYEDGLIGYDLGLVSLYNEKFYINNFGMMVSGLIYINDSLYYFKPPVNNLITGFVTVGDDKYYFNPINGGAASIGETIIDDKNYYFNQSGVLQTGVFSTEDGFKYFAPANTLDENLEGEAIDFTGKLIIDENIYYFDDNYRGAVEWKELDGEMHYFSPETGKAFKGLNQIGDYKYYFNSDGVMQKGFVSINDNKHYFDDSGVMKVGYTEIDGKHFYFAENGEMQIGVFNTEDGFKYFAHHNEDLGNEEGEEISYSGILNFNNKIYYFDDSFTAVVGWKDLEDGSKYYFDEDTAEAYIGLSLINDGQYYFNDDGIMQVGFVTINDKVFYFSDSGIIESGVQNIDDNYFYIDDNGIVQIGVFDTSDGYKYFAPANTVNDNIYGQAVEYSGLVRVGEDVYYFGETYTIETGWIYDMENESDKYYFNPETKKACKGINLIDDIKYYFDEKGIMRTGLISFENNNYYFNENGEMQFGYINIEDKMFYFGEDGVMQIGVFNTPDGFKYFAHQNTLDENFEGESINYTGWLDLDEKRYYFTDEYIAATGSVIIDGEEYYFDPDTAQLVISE
* = called active by the depositor. Only part of the results is shown; rates above refer to the full screens.

SMILES	TcdB GH inh
O=C(NCC[C@@H]1CC[C@H](NS(=O)(=O)c2cccc(F)c2)[C@H](CO)O1)C1CCCC1	-1.7
O=C(Cc1ccccn1)NCC[C@@H]1CC[C@H](NS(=O)(=O)c2ccc(F)cc2)[C@H](CO)O1	0.2
CCC(=O)N1CCCCN2[C@H](CO)[C@@H](c3ccc(-c4cccnc4)cc3)[C@@H]2C1	0.3
C[C@H]1CN([C@@H](C)CO)S(=O)(=O)c2ccc(C3=CCCC3)cc2O[C@H]1CN(C)Cc1cncnc1	0.6
O=C(c1ccccn1)N1C[C@H]2[C@@H](c3ccccc31)[C@@H](CO)N2C(=O)Nc1ccccc1	0.7
C[C@H]1CN([C@@H](C)CO)C(=O)c2c(c3ccccc3n2C)-c2ccccc2CO[C@@H]1CN(C)Cc1ccc(C(=O)O)cc1	0.5
C[C@H](CO)N1C[C@H](C)[C@H](CN(C)Cc2ccc(F)cc2)Oc2ncc(/C=C/c3ccccc3)cc2C1=O	-1.1
O=C(Cc1ccccc1)N1CC[C@@H]2[C@H](CO)Nc3ccc(-c4ccccc4)cc3[C@@H]21	0.4
CO[C@@H]1CN(C)C(=O)c2ccc(NC(=O)c3cc(C)on3)cc2OC[C@@H](C)N(C(C)=O)C[C@@H]1C	-2.6
C[C@@H]1CCCCO[C@H](CN(C)CC2CC2)[C@@H](C)CN([C@H](C)CO)C(=O)c2cc(NS(=O)(=O)c3ccc(Cl)cc3)ccc2O1	-1.0
Cc1noc(C)c1NC(=O)Nc1ccc2c(c1)CC(=O)N([C@H](C)CO)C[C@H](C)[C@H](CN(C)Cc1ccc(C(=O)Nc3ccccc3N)cc1)O2	-1.8
C[C@@H]1CN([C@@H](C)CO)C(=O)Cc2cc(NC(=O)Cc3cn(C)c4ccccc34)ccc2O[C@@H]1CN(C)C(=O)Nc1ccc(C(F)(F)F)cc1	0.0
O=C(Nc1cc(F)ccc1F)N[C@H]1CC[C@@H](CCn2cc(C3CCCC3)nn2)O[C@@H]1CO	1.1
C[C@H](CO)N1C[C@H](C)[C@H](CN(C)C(=O)Nc2ccccc2)OCc2cn(nn2)CCCC1=O	0.9
C[C@@H]1CN([C@@H](C)CO)C(=O)c2cc(NC(=O)NC3CCCCC3)ccc2O[C@@H]1CN(C)C(=O)Nc1cccc2ccccc12	-0.3
COc1ccc(S(=O)(=O)N[C@H]2CC[C@H](CCNC(=O)CN3CCOCC3)O[C@@H]2CO)cc1	-0.5
CO[C@H]1CN(C)C(=O)c2cc(NC(=O)Nc3ccccc3F)ccc2OC[C@@H](C)N(C)C[C@H]1C	0.8
C[C@@H]1CCCCO[C@@H](CN(C)C(=O)C2CCCCC2)[C@@H](C)CN([C@H](C)CO)C(=O)c2cc(NC(=O)Nc3ccc4c(c3)OCO4)ccc2O1	0.2
C[C@@H]1CN([C@@H](C)CO)C(=O)Cc2cc(NC(=O)Cn3cnnn3)ccc2O[C@@H]1CN(C)S(=O)(=O)c1ccc(F)cc1	0.3
CCN1CC(=O)N2[C@H](CO)[C@H](c3ccc(Br)cc3)[C@@H]2C1	-0.2

Overlap with the part before: six compounds, followed by the next part.
SMILES	TcdB GH inh
C[C@@H]1CN([C@@H](C)CO)C(=O)c2cc(NC(=O)NC3CCCCC3)ccc2O[C@@H]1CN(C)C(=O)Nc1cccc2ccccc12	-0.3
COc1ccc(S(=O)(=O)N[C@H]2CC[C@H](CCNC(=O)CN3CCOCC3)O[C@@H]2CO)cc1	-0.5
CO[C@H]1CN(C)C(=O)c2cc(NC(=O)Nc3ccccc3F)ccc2OC[C@@H](C)N(C)C[C@H]1C	0.8
C[C@@H]1CCCCO[C@@H](CN(C)C(=O)C2CCCCC2)[C@@H](C)CN([C@H](C)CO)C(=O)c2cc(NC(=O)Nc3ccc4c(c3)OCO4)ccc2O1	0.2
C[C@@H]1CN([C@@H](C)CO)C(=O)Cc2cc(NC(=O)Cn3cnnn3)ccc2O[C@@H]1CN(C)S(=O)(=O)c1ccc(F)cc1	0.3
CCN1CC(=O)N2[C@H](CO)[C@H](c3ccc(Br)cc3)[C@@H]2C1	-0.2
O=S(=O)(NCC[C@H]1CC[C@@H](NS(=O)(=O)c2cccc(F)c2)[C@H](CO)O1)c1cccc(F)c1	-0.5
O=C(C[C@@H]1C=C[C@H](NC(=O)CN2CCOCC2)[C@@H](CO)O1)NCCc1ccccc1	0.0
CO[C@@H]1CN(C)C(=O)c2cc(NC(=O)C3CC3)ccc2OC[C@H](C)N(C(=O)c2ccccc2F)C[C@H]1C	0.9
C[C@H]1CN([C@@H](C)CO)C(=O)c2cc(NC(=O)CCN3CCOCC3)ccc2O[C@@H]1CN(C)Cc1ccc(C(=O)O)cc1	-3.1
COc1ccc(CCN2C(=O)[C@@]3(Cc4ccccc42)c2ccccc2C(=O)N(C2CCCCC2)[C@H]3c2ccc(CO)cc2)cc1	-0.2
Cc1ccc(CN2CC(=O)N3[C@@H](CO)[C@@H](c4ccc(Br)cc4)[C@@H]3C2)cc1	-0.4
Cc1ccc(S(=O)(=O)N[C@H]2C=C[C@H](CC(=O)NCc3ccncn3)O[C@H]2CO)cc1	-0.4
C[C@H]1CN([C@@H](C)CO)C(=O)c2cc(NC(=O)Nc3ccc(F)cc3)ccc2O[C@H]1CN(C)S(=O)(=O)c1ccccc1	0.4
C[C@@H]1CN([C@@H](C)CO)C(=O)c2cccc(NC(=O)C3CC3)c2O[C@H]1CN(C)C(=O)NC1CCCCC1	-5.8
CN(C)C(=O)C[C@H]1CC[C@@H]2[C@H](COC[C@@H](O)CN2CC2CC2)O1	-1.8

Random excerpt: 2 compounds from above.
SMILES	TcdB GH inh
C[C@H]1CN([C@@H](C)CO)C(=O)c2cc(NC(=O)Nc3ccc(F)cc3)ccc2O[C@H]1CN(C)S(=O)(=O)c1ccccc1	0.4
CN(C)C(=O)C[C@H]1CC[C@@H]2[C@H](COC[C@@H](O)CN2CC2CC2)O1	-1.8

(next part)
SMILES	TcdB GH inh
CCCNC(=O)C[C@H]1CC[C@@H]2[C@@H](COc3ccc(NC(=O)c4ccc(C(F)(F)F)cc4)cc3C(=O)N2C)O1	4.3
C[C@H](NC(=O)C[C@H]1CC[C@H]2[C@@H](COC[C@@H](O)CN2C(=O)Nc2cc(Cl)cc(Cl)c2)O1)c1ccccc1	-1.8
O=C(C[C@H]1CC[C@H]2[C@@H](COC[C@H](O)CN2S(=O)(=O)c2ccccc2)O1)N1CCOCC1	-2.5
O=C(NCC[C@@H]1CC[C@@H](NS(=O)(=O)c2ccc(Cl)cc2)[C@H](CO)O1)c1ccccc1F	-1.1
Cc1ccc(S(=O)(=O)N(C)C[C@H]2OCCCC[C@@H](C)Oc3ccc(N(C)C)cc3C(=O)N([C@@H](C)CO)C[C@H]2C)cc1	-12.0
COc1ccc(C#Cc2cccc(-c3nc(C(=O)O)cc4c3[C@H](CCO)N(S(=O)C(C)(C)C)C4)c2)cc1OC (stereo partly specified)	-2.8
COc1ccc(S(=O)(=O)Nc2ccc3c(c2)C(=O)N([C@@H](C)CO)C[C@@H](C)[C@H](CN(C)S(C)(=O)=O)O3)cc1	-3.3
CCCC(=O)N1CC2(C1)CN(C(=O)Nc1cccc(F)c1)[C@@H](CO)c1c2c2ccc(OC)cc2n1C	0.6
O=C(Nc1ccc2c(c1)[C@H]1C[C@H](CC(=O)N3CCCCC3)O[C@H](CO)[C@H]1O2)C1CCOCC1	0.3
C[C@@H]1CN([C@H](C)CO)C(=O)c2cc(-c3cccc(F)c3)cnc2O[C@@H]1CN(C)C(=O)Nc1cc(F)ccc1F	1.8
C[C@H](CO)N1C[C@H](C)[C@H](CN(C)C)Oc2c(NS(=O)(=O)c3ccccc3)cccc2C1=O	-1.0
C[C@H](CO)N1C[C@H](C)[C@H](CN(C)Cc2ccccc2)OCCCC[C@H](C)Oc2ccc(NC(=O)Nc3ccc4c(c3)OCO4)cc2C1=O	0.0
C/C=C/c1cnc2c(c1)C(=O)N([C@@H](C)CO)C[C@@H](C)[C@@H](CN(C)C(=O)NCCC)O2	-1.2
C[C@H]1CN([C@@H](C)CO)S(=O)(=O)c2ccc(C#CCN(C)C)cc2O[C@@H]1CN(C)Cc1ccccc1F	-0.3
Cc1noc(C)c1S(=O)(=O)N(C)C[C@H]1Oc2ccc(NC(=O)Nc3ccc(F)cc3)cc2CC(=O)N([C@H](C)CO)C[C@H]1C	-9.0
CN1C(=O)c2cc(NS(C)(=O)=O)ccc2OC[C@H]2O[C@@H](CC(=O)N3CCOCC3)CC[C@@H]21	0.7
CO[C@H]1CN(C)C(=O)c2ccc(NC(=O)C3CCCC3)cc2OC[C@H](C)N(CCC(F)(F)F)C[C@H]1C	0.9
CN(C)CC(=O)N1[C@H](C(=O)Nc2nccs2)[C@@H](CO)[C@@H]2Cn3c(ccc(C4=CCCCC4)c3=O)[C@@H]21	0.0
C[C@@H]1CN([C@@H](C)CO)C(=O)c2cccc(NC(=O)C3CCOCC3)c2O[C@@H]1CN(C)CC1CCCCC1	-0.3
CNC[C@@H]1Oc2c(NS(C)(=O)=O)cccc2C(=O)N([C@H](C)CO)C[C@@H]1C	0.2
CCN(C[C@H]1[C@H](c2ccccc2)[C@@H](CO)N1C(=O)COC)S(C)(=O)=O	1.8
C[C@@H]1CCCCO[C@H](CN(C)Cc2ccc(Cl)c(Cl)c2)[C@H](C)CN([C@@H](C)CO)C(=O)c2cc(NS(=O)(=O)c3ccccc3)ccc2O1	0.1
COCCNC(=O)C[C@@H]1CC[C@H](NC(=O)NC2CCCC2)[C@H](CO)O1	0.0
CO[C@H]1CN(C)C(=O)c2ccc(NC(=O)c3ccc4c(c3)OCO4)cc2OC[C@@H](C)N(CC2CC2)C[C@@H]1C	0.1
CCCC#Cc1ccc([C@H]2[C@H]3CN(C(=O)Cc4cccnc4)CC(=O)N3[C@H]2CO)cc1	-0.7
C[C@H](CO)N1C[C@H](C)[C@@H](CN(C)C(=O)Nc2ccc(C(F)(F)F)cc2)Oc2c(NS(=O)(=O)c3ccc(Cl)cc3)cccc2C1=O	-0.1
C[C@@H]1CN([C@H](C)CO)S(=O)(=O)c2ccc(-c3ccc(C(=O)N(C)C)cc3)cc2O[C@H]1CN(C)Cc1ccccc1C(=O)O	0.8
C[C@@H]1CN([C@@H](C)CO)C(=O)Cc2cc(NS(=O)(=O)c3ccc(Cl)cc3)ccc2O[C@H]1CN(C)C(=O)Nc1cccc2ccccc12	-1.4
CC(C)NC(=O)Nc1ccc2c(c1)C(=O)N([C@@H](C)CO)C[C@H](C)[C@@H](CN(C)Cc1ccc(Oc3ccccc3)cc1)O2	0.0
CCCNC(=O)N1CC2(CCN(C(=O)c3cnccn3)CC2)c2c([nH]c3cc(OC)ccc23)[C@H]1CO	-1.2
C[C@@H]1CN([C@@H](C)CO)S(=O)(=O)c2ccc(C#Cc3ccccc3F)cc2O[C@@H]1CN(C)C(=O)Cc1ccncc1	-0.9
CCN(C[C@@H]1[C@@H](c2ccccc2)[C@H](CO)N1S(C)(=O)=O)C(=O)C1CCCC1	0.3
CO[C@H]1CN(C)C(=O)c2ccc(NC(=O)c3cnccn3)cc2OC[C@H](C)N(CC2CC2)C[C@@H]1C	-0.9
COCC(=O)N1C[C@@H](C)[C@H](OC)CN(C)C(=O)c2ccc(NC(=O)c3cc(C)on3)cc2OC[C@H]1C	0.6
C[C@@H]1CN([C@@H](C)CO)S(=O)(=O)c2ccc(C#CCN(C)C)cc2O[C@@H]1CN(C)S(=O)(=O)c1cccc(F)c1	-0.1
Cc1ccc(S(=O)(=O)Nc2ccc3c(c2)C(=O)N([C@@H](C)CO)C[C@@H](C)[C@H](CN(C)S(=O)(=O)c2ccc(F)cc2)O3)cc1	0.9
Cc1noc(C)c1NC(=O)Nc1ccc2c(c1)CC(=O)N([C@@H](C)CO)C[C@@H](C)[C@@H](CN(C)S(=O)(=O)c1cccs1)O2	-0.7
COc1ccc2c3c([nH]c2c1)[C@H](CO)N(Cc1ccccc1F)CC31CCN(CC2CC2)CC1	-5.2
COc1ccc2c3c([nH]c2c1)[C@H](CO)N(C(=O)c1ccc(F)cc1)CC31CN(Cc2cccnc2)C1	0.1
CC(C)NC(=O)N(C)C[C@@H]1OCCCC[C@H](C)Oc2ccc(NC(=O)Nc3ccc(F)cc3)cc2C(=O)N([C@@H](C)CO)C[C@@H]1C	0.7
COc1ccccc1CN1C(=O)c2ccccc2[C@@]2(Cc3ccccc3N(CCN3CCOCC3)C2=O)[C@@H]1c1ccc(CO)cc1	0.1
C[C@H]1CN([C@@H](C)CO)C(=O)c2ccccc2-c2ccccc2CO[C@@H]1CN(C)C(=O)c1ccc(F)cc1	0.1
C[C@@H]1CCCCO[C@H](CN(C)C(=O)C2CCCCC2)[C@@H](C)CN([C@@H](C)CO)C(=O)c2cc(NC(=O)Nc3ccc(C(F)(F)F)cc3)ccc2O1	0.0
Cc1ccc(OC(=O)N(C)C[C@@H]2OCc3ccccc3-c3ccccc3C(=O)N([C@@H](C)CO)C[C@@H]2C)cc1	1.2
COc1ccc2c3c(n(C)c2c1)[C@H](CO)N(C(=O)CC1CC1)CC31CCN(C(=O)NC(C)C)CC1	-1.0
COc1cccc(C#Cc2ccc([C@H]3[C@@H](C#N)N(C(=O)C4CCC4)[C@@H]3CO)cc2)c1	0.1
Cc1noc(C)c1NC(=O)N[C@@H]1CC[C@H](CC(=O)Nc2ccc(-c3ccccc3)cc2)O[C@@H]1CO	-4.4
COc1ccc(-c2ccc3c(c2)[C@H]2[C@H](CCN2S(=O)(=O)c2ccccc2C)[C@@H](CO)N3)cc1	-0.8
Cc1noc(C)c1S(=O)(=O)N(C)C[C@H]1Oc2ccc(NC(=O)CCN3CCOCC3)cc2CC(=O)N([C@H](C)CO)C[C@H]1C	-0.3
O=C(C[C@H]1CC[C@H](NC(=O)Nc2ccc(F)cc2)[C@H](CO)O1)NCc1ccccn1	0.9
C[C@H](CO)N1C[C@H](C)[C@H](CN(C)Cc2ccc(-c3ccccc3)cc2)Oc2ccc(NS(=O)(=O)c3ccc(Cl)cc3)cc2C1=O	-0.8

Compound activity as filed in PubChem BioAssay.
